# KDM5B inh – blocks human KDM5B histone demethylase activity; KDM5B demethylase, FDH-coupled NADH fluorescence (FDH is formaldehyde dehydrogenase); Potency, µM (doses to about 57.7 µM), for the others: at the top dose activity change, negative = inhibition, usual class: inhibitors; actives 2.6% (n = 220,000); Q9UGL1; active = well fitted inhibition curve with a large enough effect; inconclusive = small, poorly fitted or top-dose-only effect; inactive = no such curve, though single readings can be large or run the other way; note: 0% is about no effect; nearly all actives have a fitted effect of over 70% in size
#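 Coupled FDH/NAD⁺ fluorescence readout. KDM5BΔAP 200 nM final; compound titration, 10 min RT preincubation; substrate mix 12.5 µM H3K4me3, 25 µM 2-OG, 50 µM Fe(II), 100 µM ascorbate, 0.25 mM NAD⁺, 0.25 U/mL FDH; ΔRFU over 30 min.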
# * = called active by the depositor; ? = inconclusive; [ ] = dose if it differs, or a comment. Potency is the fitted concentration of half-maximal effect. The list is partial (hit frequency here may not be typical).
Molecule	KDM5B inh
CCCCn1cc(S(=O)(=O)c2cc(C)ccc2C)c(=O)c2cc(F)c(F)cc21	11.3%
Fc1ccc(NC(=S)N[C@H]2CO[C@H]3[C@@H]2OC[C@@H]3n2nnnc2-c2ccccc2)cc1	?
CN(C)C[C@@H]1CN(Cc2cccnc2)C[C@H]1NC(=O)COc1ccccc1	-26.0%
CCCN(CCC)CCNC(=O)c1cc(Sc2ccc(Cl)cc2)nc2ccccc12	-9.0%
Cc1cc(CN2C[C@@H](CO)[C@H](C(=O)N(C)C)C2)n(C)n1	15.9%
COc1ccc(NS(=O)(=O)c2cc(OC)ccc2OC)cc1	16.3%
Cc1ccc(-n2c(=O)c3c4c(sc3n(Cc3cccc(Cl)c3)c2=O)CCC4)cc1C	-12.2%
O=Cc1c[nH]c2cc(F)ccc12	19.4%
CCOC(=O)c1cc(OC(=O)c2ccccc2OC)n(-c2ccccc2)n1	?
COCCN1CC2(CCCN(Cc3ccc4ccn(C)c4c3)C2)CCC1=O (centres undefined)	?
CCOc1ccc(NC(=O)CSc2oc(-c3cccs3)nc2S(=O)(=O)c2ccc(Cl)cc2)cc1	?
O=C(c1coc(CN2CCN(C/C=C/c3ccccc3)CC2)n1)N1CCC[C@H]1CO	12.0%
CCOC(=O)Cc1nn(Cc2nc(-c3ccc(C#N)cc3)cs2)c(=O)c2ccccc12	-12.2%
CC(C)c1nc2cc(NC(=O)CNC(=O)c3ccc(Br)o3)ccc2o1	12.0%
Cc1cc(C)cc(-n2c(SCC(=O)NCc3ccc(F)cc3)nc3c([nH]c4ccccc43)c2=O)c1	2.8%
Fc1ccc2oc([C@H]3CCN(C4CCOCC4)C3)nc2c1	44.7µM*
CCc1ccccc1NC(=O)N1CCC(Oc2ncccc2NC)C1 (centres undefined)	?
CC(C)C(=O)Nc1cccc(NC2=NS(=O)(=O)c3ccccc32)c1	-10.3%
O=C(c1cc(=O)c2cc(Cl)ccc2o1)N(Cc1ccccc1)c1ccccn1	3.6%
CS(=O)(=O)N1CCC(C2CCN(Cc3ccsc3)C2)CC1 (centres undefined)	-38.5%
COCc1nc2ccccc2n1Cc1ccc(C(C)(C)C)cc1	-9.8%
Nc1cc(=O)nc(SCC(=O)Nc2cccc(Cl)c2)n1CCc1ccccc1	-29.6%
COC[C@@H]1CN(Cc2cccc(OC)c2OC)C[C@H]1c1ccncc1	-9.1%
CCOc1ccc(-c2nc(C#N)c(N3CCN(C(=O)c4cccs4)CC3)o2)cc1	-23.1%
COc1ccc(NC(=O)N2CCCC2c2noc(COc3ccc(F)cc3)n2)cc1OC (centres undefined)	-11.3%
COc1ccc(Cl)cc1NC(=O)c1c(NCc2cccs2)sc2c1CCC(C)C2 (centres undefined)	12.9%
CCOc1ccc(-c2nc(CNC(=O)Nc3ccc(OC)c(OC)c3)c(C)o2)cc1	17.3%
CC1(C)Cc2c(c(N3CCOCC3)nc3sc(C(=O)Nc4ccc(Cl)cc4)c(N)c23)CO1	?
Cc1onc(C(=O)NC2CCc3nn(C)c(=O)n3CC2)c1COc1ccccc1 (centres undefined)	-29.8%
CCC(=O)N(C1CCOCC1)C1CCN(S(=O)(=O)c2cccnc2)CC1	-2.3%
Cc1nc(N2CCCC2)c2c(C(=O)Nc3cccc(C)c3C)c(C)oc2n1	-21.6%
Cc1ccc(NC(=O)c2nc3ccccc3nc2N2CCCC2)cc1	9.5%
CC(=O)Nc1ccc(C(=O)N2CCC3(CC2)N=C(c2ccc(Br)cc2)NO3)cc1	-24.5%
CCOC(=O)c1ccccc1NC(=O)c1sc2nc(-c3ccc(F)cc3)cn2c1C	-7.5%
O=C(Nc1nccs1)c1c(O)c2c([nH]c1=O)CCCC2	?
O=c1c(Cl)c(N2CCN(Cc3ccccc3)CC2)cnn1Cc1ccc(Cl)cc1	-4.7%
Cc1cccc(Cc2c(C)nc3nc(SCC(=O)NCc4ccc(F)cc4)nn3c2C)c1	?
Cc1cn2nc(C(=O)N3CCC(NC(=O)c4ccccc4F)CC3)cc2c(=O)[nH]1	?
O=c1[nH]c(N2CCOCC2)nc2c1CCN(Cc1cc(F)c(F)c(F)c1)CC2	15.7%
O=C(CCS(=O)(=O)c1ccc2c(c1)NC(=O)CO2)NCCc1ccc(Cl)cc1	-18.9%
CCc1cccc(NC(=O)c2cnc(N3CCOCC3)c3ccccc23)c1	?
Cc1ccc(CC(=O)NCc2nnc3c(-c4nc(C5CC5)no4)cccn23)cc1	?
CC(C)C1c2nccn2CCCN1C(=O)c1cocn1 (centres undefined)	-7.5%
Cc1ccc(NC(=O)Cn2c(N3CCN(c4ccccc4)CC3)nc(C)cc2=O)cc1	11.3%
CCCOc1c(Cl)cc(C2C3=C(CCCC3=O)OC3=C2C(=O)CCC3)cc1OCC	3.7%
O=C(Nc1ccccc1Oc1cccnc1)C1CCCN1C(=O)CC1CCCC1 (centres undefined)	43.9%[activator]
Clc1cccc(CN2CCOC[C@H](Oc3ccccc3)C2)c1	-2.1%[86.2 µM]
CC(=O)Nc1ccc(Nc2nc3ccccc3nc2NS(=O)(=O)c2ccccc2)cc1	-41.5%
CCc1ccc(C(=O)COC(=O)C(NC(=O)c2ccc(CC)cc2)C(C)C)cc1 (centres undefined)	-7.4%
CN(C)C(=O)c1ccccc1NS(=O)(=O)c1ccc(F)cc1	-4.7%

# (continued)
Molecule	KDM5B inh
CCCOc1ccc(CCC(=O)N/N=C/c2ccco2)cc1	-4.2%
CN(C)CCN1CCC(CN)CC1	27.8%
O=C(CCCc1ccccc1)NCC(=O)N1CCN(c2ccccn2)CC1	28.2µM*
O=S(=O)(CCN1CCN(c2ccccc2)CC1)c1ccccc1	-2.8%
COCCc1noc([C@@H]2CN(Cc3ccc4[nH]ccc4c3)C[C@H]2CO)n1	-10.0%
CC(=O)C1=C(C)N(C2CCCCC2)C(=O)C1(NC(=O)c1ccc(C(C)(C)C)cc1)C(F)(F)F (centres undefined)	-7.7%
O=C(NCc1ccccc1C(F)(F)F)C1CCCN(c2cnn(Cc3ccccc3)c(=O)c2)C1 (centres undefined)	3.9%
CCNC(=O)NC(=O)CN(Cc1ccccn1)C(C)C	?
COC(=O)c1cc2oc(C)cc2n1Cc1ccccc1Cl	?
Cc1ccccc1-c1nc(CS(=O)(=O)CC(=O)NCc2cccc(Cl)c2)c(C)o1	?
CCCCCCC(O)(CCN1CCCCC1)c1ccccc1 (centres undefined)	12.8%
COc1ccc(CCNC(=O)c2ccc3c(c2)N(Cc2ccccc2F)C(=O)c2ccccc2S3=O)cc1OC (centres undefined)	?
COc1ccc(NS(=O)(=O)c2cc(N)ccc2N2CCOCC2)cc1	1.1%
Cc1ccc(-n2ncc3c2CC(C)(C)CC3NC(=O)CCc2cnn(C)c2)cc1 (centres undefined)	28.5%
COc1ccc(OC)c(CCNC(=O)c2cc3c(=O)n(C)c4ccccc4c3n2C)c1	?
COc1ccc(NC(=O)c2sc3nc4n(c(=O)c3c2C)CCC4)c(OC)c1	-4.5%
COc1ccc(S(=O)(=O)N2CCOC2CNC(=O)C(=O)NCc2ccco2)cc1OC (centres undefined)	8.6%
CCOc1ccc(NC(=O)CSc2nc3ccccc3c(=O)n2CC2CCCO2)cc1 (centres undefined)	14.7%
CNC(=O)[C@@H](c1ccccc1)N1CCC[C@H]1C(=O)NCC1CC1	-11.5%[86.2 µM]
CCN(CCCNC(=O)Cn1ncc2c3ccccc3n(C)c2c1=O)c1cccc(C)c1	-17.9%
O=C(NCCN1CCOCC1)[C@H]1C[C@@H](O)[C@H](O)[C@@H]2N=C(Nc3ccc(-n4cccn4)cc3)S[C@@H]21	-7.4%
COc1ccc(-c2noc([C@@H]3CCCN3C(=O)Cc3ccccc3OC)n2)cc1	8.3%
Cc1oc(-c2ccccc2F)nc1CSCC(=O)N1CCN(c2ccccc2)CC1	-11.7%
C=CCOC(=O)/C(C#N)=C\c1cc2ccccc2nc1N1CCOCC1	-26.1%
COc1cccc(C(=O)N[C@@H]2CN(c3ncccn3)C[C@H]2CN(C)C)c1C	31.6µM*
Cc1c(C(=O)NCCN(C)C)oc2ccc(S(=O)(=O)N3CCCC3)cc12	14.0%
COc1ccc(C)cc1NC(=O)Cn1cc(S(=O)(=O)N2CCC(C)CC2)c2ccccc2c1=O	?
O=C(CCCc1nc2ccccc2o1)NCc1ccccc1Cl	-21.3%
Cc1cc(=O)n2nc(N3CCC(C(=O)Nc4c(C)cccc4C)CC3)sc2n1	?
O=C(CSc1ccccc1Cl)N1CCNC1=O	-8.7%

# Shown as labelled records: entries from further up
CNC(=O)[C@@H](c1ccccc1)N1CCC[C@H]1C(=O)NCC1CC1
  KDM5B inh: -11.5%[86.2 µM]

CC(=O)C1=C(C)N(C2CCCCC2)C(=O)C1(NC(=O)c1ccc(C(C)(C)C)cc1)C(F)(F)F (centres undefined)
  KDM5B inh: -7.7%

O=S(=O)(CCN1CCN(c2ccccc2)CC1)c1ccccc1
  KDM5B inh: -2.8%

Cc1nc(N2CCCC2)c2c(C(=O)Nc3cccc(C)c3C)c(C)oc2n1
  KDM5B inh: -21.6%

# Remaining list, next part:
Molecule	KDM5B inh
O=C1CC2(CCN([S+](=O)([O-])c3ccccc3)CC2)Oc2ccccc2N1	8.6%
CCC(Sc1nc2nccnc2c(=O)n1Cc1ccc(OC)cc1)C(=O)NCc1ccc(C)cc1 (centres undefined)	20.3%
CCOC(=O)c1c(C)[nH]c(C)c1S(=O)(=O)N1CCC(C(=O)N2CCN(c3ccc(F)cc3)CC2)CC1	-3.8%
Cc1ccoc1C(=O)N1CC(F)(F)C[C@H]1c1nc(C2CC2)no1	-11.8%
COc1cc(OC)c(NC(=O)N2CCC(Oc3ncccc3C(=O)N(C)C)C2)cc1Cl (centres undefined)	11.5%
Cc1noc(C)c1C(=O)N1CCC2(CC1)CC(NC(=O)NC(C)C)c1ccccc12 (centres undefined)	9.8%[115 µM]
CC(C)c1nn2c(=O)cc(COC(=O)c3ccc(NC(=O)c4ccccc4Cl)cc3)nc2s1	-36.3%
CN(C)S(=O)(=O)c1ccc(/C(O)=C2/C(=O)C(=O)N(CCN3CCCCC3)C2c2cccnc2)cc1 (centres undefined)	40.7%[activator]
CC(C)(C)CNC1(Cc2cc(-c3cccc(O)c3)on2)COC1	-7.0%[86.2 µM]
CN1C[C@H](O)C[C@H]1c1nnc2n1CCN(C(=O)CC1CCCCC1)CC2	2.0%
CCOC(=O)c1ccc(N2C(=O)c3n[nH]c(-c4cccs4)c3C2c2ccc(C(C)(C)C)cc2)cc1 (centres undefined)	-22.7%
CC(C)c1ccc(NC2=N[C@H]3[C@@H](O)[C@H](O)C[C@H](C(=O)NCCN4CCOCC4)[C@H]3S2)cc1	-6.1%
Cn1ccnc1CNc1nccc(-c2cnn(-c3ccccc3F)c2)n1	?
O=C(NCc1ccncc1)c1cn(C2CN(C(=O)Nc3ccccc3)C2)nn1	36.8%[activator]
Cc1ncc(C)c(N2C[C@H](NC(=O)CCC(F)(F)F)[C@@H](C(C)C)C2)n1	-22.1%
CCOc1ccc(C(c2c(O)cc(C)n(Cc3ccco3)c2=O)N2CCN(C)CC2)cc1 (centres undefined)	?
Cc1ccc(CN(C)C(C)c2cccs2)cc1 (centres undefined)	-3.3%[86.2 µM]
O=C(c1cc(-c2ccc(F)cc2)n[nH]1)N1CCN(c2ncccn2)CC1	10.3%
CCCCNC(=S)Nc1cccc(C)c1	7.9%
CCOCc1ccccc1CNC(=O)c1ccc2c(c1)NC(=O)CS2	-1.3%
Cc1ccccc1N(C)C1CN(Cc2ccc(F)cc2)C1	18.3%[149 µM]
C=CCCCOc1ccc(/C=C/C(=O)c2ccc(OCCCCC)cc2)cc1	18.1%
Cc1ccc2cc(CCNS(=O)(=O)c3ccc(Br)cc3)c(=O)[nH]c2c1C	?
CCCN(CC1CC1)C(=O)c1coc(COc2ccc3sc(C)nc3c2)n1	11.7%
CC(C)CC(NC(=O)OC(C)(C)C)C(=O)O (centres undefined)	12.3%
Cc1ccc(-c2noc(-c3ccc(N4CCC(C)CC4)c([N+](=O)[O-])c3)n2)cc1	-5.4%
O=C(NC(Cc1ccccc1)C(=O)NCc1cccs1)c1ccco1 (centres undefined)	9.2%
O=[N+]([O-])c1cnc2ccc(Br)cc2c1N1CCN(CCO)CC1	10.6%
O=C(CCc1cc2n(n1)CCCNC2)NC1CCCN(c2ncccn2)C1 (centres undefined)	?
C=CCn1c(O)c(C=Nc2ccc(CN3CCCCC3)cc2)c(=O)[nH]c1=S	?

# Gathered by group: the compounds so far with a nitro group on carbon.
Molecule	KDM5B inh
Cc1ccc(-c2noc(-c3ccc(N4CCC(C)CC4)c([N+](=O)[O-])c3)n2)cc1	-5.4%
O=[N+]([O-])c1cnc2ccc(Br)cc2c1N1CCN(CCO)CC1	10.6%

# New compounds follow:
Molecule	KDM5B inh
COc1ccccc1NS(=O)(=O)c1cc(-c2c(C)nn3c2NC(=O)CCC3=O)ccc1C	16.7%
CN(CC(N)=O)C(=O)[C@@H]1[C@@H](NC(=O)Nc2ccc(F)cc2F)CCN1C(=O)c1cnccn1	-16.5%
Cc1nc(C(F)(F)F)nc(N2CCOC(c3ccc(F)cc3)C2)c1C (centres undefined)	?
CCCC(C(=O)Nc1cc(C)c(Cl)cc1OC)N1Cc2ccccc2C1=O (centres undefined)	-10.0%
